POLI inh = DNA polymerase iota (human) inhibition | Pol iota fluorescent replication assay, 10 min | Q9UNA4 | hit rate 1% among 390,000 | AID 588590 | Potency, µM (doses to about 115 µM), without a hit: at the top dose activity, negative = inhibition, most hits filed as inhibitors; further: potency means the concentration at half of the fitted maximal effect
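Fluorescent replication assay read twice, at 0 min and 10 min after adding 50 nM (final) substrate. Enzyme (10 nM) and compounds were first incubated 15 min at room temperature; enzyme-free buffer wells were negative controls.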
LDHA block = LDHA (human) enzyme inhibition | purified LDHA, NADH/diaphorase-resazurin fluorescence; stronger effect = lower value | P00338 | AID 1347041 | hit rate 0.15% among 480,000 | activity change, % (values are at about 110 or 230 µM); in the data active means activity change below about -30%; inconclusive means mostly about -25% to -30%;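 further: plate controls were DMSO wells for no effect and wells without enzyme for full effect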
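LDH5 2 nM; NADH 0.06 mM, pyruvate 0.2 mM; 200 mM Tris pH 7.4, EDTA, Tween-20; 5 min RT. Detection: diaphorase 0.133 mg/mL + resazurin 37 µM, fluorescence ex540/em590 at 0 and 20 min; normalized to enzyme-free and DMSO wells.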
Anesthetic bind = binds horse apoferritin like a general anesthetic. Potency, µM (highest dose often 77.5 µM), inactives show at the highest dose activity change, negative = displacement, usual class: inhibitors. P02791. AID 485281. apoferritin/1-aminoanthracene competitive binding, fluorescence. hit rate 0.074% among 350,000; further: potency means the concentration at half of the fitted maximal effect; on the % scale 0 is the no-effect control and ±100 the full control effect; nearly all actives have a fitted effect of over 20% in size
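Horse-spleen apoferritin (10 uM) in 50% saturated 1-aminoanthracene in PBS was incubated 10 min at room temperature with compound. Fluorescence (ex 380, em 535 nm) was normalized to free and bound 1-AMA, with concentration-response fitted by a four-parameter Hill equation.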
POLK inh = DNA polymerase kappa (human) inhibition | Q9UBT6 | purified Pol kappa, fluorescent DNA synthesis assay, 10 min | Potency, µM (doses to about 107 µM), for the others: top-dose activity, negative = inhibition, most hits filed as inhibitors | hit rate 0.53% among 400,000 | AID 588579; further: potency means the concentration at half of the fitted maximal effect; on the % scale 0 is the no-effect control and ±100 the full control effect
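Activity was followed as the change in fluorescence between reads at 0 and 10 min after starting the reaction with 50 nM substrate. Beforehand, 10 nM polymerase had been preincubated with compound for 15 min at room temperature.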
APEX1 inh = blocks human APE1 abasic DNA cleavage | P27695 | hit rate 0.35% among 350,000 | Potency, µM (titrated, usually from 65.8 µM), without a hit: top-dose activity change, negative = inhibition, most hits filed as inhibitors | recombinant APE1, TAMRA/BHQ-2 abasic DNA cleavage fluorescence;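 further: potency means the concentration at half of the fitted maximal effect; plate controls were vehicle for no effect and reference inhibitor for full effect; nearly all actives have a fitted effect of over 55% in size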
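Quantitative HTS: incision of a TAMRA/BHQ-2 double-stranded substrate bearing a tetrahydrofuran abasic site by 0.75 nM APE1 raises fluorescence. Substrate 50 nM final, added after 15 min compound preincubation at room temperature; progress as third-minus-first kinetic read difference.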
POLH inh = DNA polymerase eta (human) inhibition. recombinant Pol eta, fluorescent DNA replication assay. Potency, µM (series often up to 114 µM), inactives show at the top dose activity change, negative = inhibition, actives largely listed as inhibitors. hit rate 1.2% among 390,000; further: potency means the concentration at half of the fitted maximal effect; on the % scale 0 is the no-effect control and ±100 the full control effect
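Fluorescent replication assay: 50 nM final substrate added after a 15 min room-temperature compound preincubation with 10 nM enzyme. Signal taken at 0 min and again at 10 min.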
Pol beta inh = DNA polymerase beta (human) inhibition. hit rate 1.3% among 340,000. Pol beta primer extension/strand displacement, fluorescence kinetic. Potency, µM (series often up to 114 µM), inactives show at the top dose activity change, negative = inhibition, most hits filed as inhibitors. P06746; further: potency means the concentration at half of the fitted maximal effect; on the % scale 0 is the no-effect control and ±100 the full control effect
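Reaction started by 50 nM substrate onto compound-treated Pol beta (10 nM, 15 min preincubation, room temperature); plates read at 0 min and 10 min. Normalized concentration-effect data fitted by four-parameter Hill equation.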
BLM helicase inh = blocks DNA unwinding by human BLM helicase. hit rate 0.2% among 350,000. P54132. recombinant BLM DNA unwinding, fluorescence dequenching. Potency, µM (doses to about 56.1 µM), for inactives: top-dose activity change, negative = inhibition, actives largely listed as inhibitors;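 further: potency means the concentration at half of the fitted maximal effect; plate controls were vehicle for no effect and no enzyme for full effect; nearly all actives have a fitted effect of over 35% in size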
Target sequence (P54132 whole entry, looked up): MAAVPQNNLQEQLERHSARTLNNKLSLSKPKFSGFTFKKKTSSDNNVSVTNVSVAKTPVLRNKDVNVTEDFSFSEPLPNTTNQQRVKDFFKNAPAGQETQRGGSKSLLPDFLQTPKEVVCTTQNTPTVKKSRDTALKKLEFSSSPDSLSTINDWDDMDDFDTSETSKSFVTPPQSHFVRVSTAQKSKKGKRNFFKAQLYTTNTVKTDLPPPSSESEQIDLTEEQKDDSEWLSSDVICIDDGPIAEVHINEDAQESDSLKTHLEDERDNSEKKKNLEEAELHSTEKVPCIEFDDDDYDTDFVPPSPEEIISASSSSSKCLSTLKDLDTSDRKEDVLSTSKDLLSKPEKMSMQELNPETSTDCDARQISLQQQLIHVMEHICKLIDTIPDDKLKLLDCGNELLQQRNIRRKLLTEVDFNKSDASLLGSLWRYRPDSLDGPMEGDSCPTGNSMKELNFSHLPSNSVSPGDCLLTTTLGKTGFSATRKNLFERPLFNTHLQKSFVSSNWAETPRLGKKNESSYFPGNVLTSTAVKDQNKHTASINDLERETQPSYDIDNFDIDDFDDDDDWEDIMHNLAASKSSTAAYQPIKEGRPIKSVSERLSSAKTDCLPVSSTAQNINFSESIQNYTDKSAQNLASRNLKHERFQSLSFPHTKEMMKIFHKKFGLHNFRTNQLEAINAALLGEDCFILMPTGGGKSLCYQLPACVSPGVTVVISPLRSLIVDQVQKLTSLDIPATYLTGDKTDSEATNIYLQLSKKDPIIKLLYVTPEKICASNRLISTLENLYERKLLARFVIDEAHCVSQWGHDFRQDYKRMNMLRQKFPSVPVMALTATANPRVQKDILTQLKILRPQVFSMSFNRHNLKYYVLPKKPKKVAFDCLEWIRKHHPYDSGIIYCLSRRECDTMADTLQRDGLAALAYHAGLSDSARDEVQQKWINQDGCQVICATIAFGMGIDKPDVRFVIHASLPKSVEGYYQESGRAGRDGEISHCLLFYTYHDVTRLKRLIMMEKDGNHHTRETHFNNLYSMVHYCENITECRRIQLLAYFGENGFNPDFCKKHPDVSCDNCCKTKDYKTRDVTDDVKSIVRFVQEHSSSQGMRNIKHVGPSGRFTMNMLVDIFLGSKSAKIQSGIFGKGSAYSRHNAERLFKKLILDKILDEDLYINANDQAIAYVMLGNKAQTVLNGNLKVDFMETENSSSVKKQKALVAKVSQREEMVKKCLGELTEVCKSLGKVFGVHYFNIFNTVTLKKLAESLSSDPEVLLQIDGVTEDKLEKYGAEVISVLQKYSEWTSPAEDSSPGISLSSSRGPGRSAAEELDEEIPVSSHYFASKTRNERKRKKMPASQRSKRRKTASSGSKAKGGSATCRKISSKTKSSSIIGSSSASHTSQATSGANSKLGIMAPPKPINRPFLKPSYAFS
Glioma ERSR ind = induces the endoplasmic reticulum stress response in human glioma cells. U87-MG GRP78 promoter luciferase reporter, 16 h. Potency, µM, without a hit: top-dose activation, hits mostly activators. hit rate 0.02% among 420,000. AID 602332; further: potency means the concentration at half of the fitted maximal effect; series mostly up to about 76 µM; % of control where 0% means no effect; nearly all actives have a fitted effect of over 35% in size
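Stably transfected U87-MG glioma cells carrying a GRP78-based luciferase sensor; 16 h compound incubation. Luminescence end-point read 10 min after Bright-Glo addition at room temperature.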
The depositor's hits bear a star; [ ] = another dose, or the depositor's remark. Unless noted, the call rests on the fitted dose curve; in most records, active means well fitted curve in the direction sought with a large enough effect; inconclusive means small, poorly fitted or top-dose-only effect, or another doubt; inactive means no such curve, though single readings can be large; an effect the other way counts as inactive or inconclusive. An excerpt; count on the stated rates, not on these rows.

`COc1cc(C(C(=O)NC(C)(C)C)N(C(=O)CNC(=O)c2cccs2)c2cccnc2)cc(OC)c1OC` (stereo not given) gave POLI inh 151%[activator], LDHA block -7, Anesthetic bind -1%, POLK inh 0%, APEX1 inh 21%, POLH inh -7%, Pol beta inh inconclusive, BLM helicase inh -1% and Glioma ERSR ind 0%.
For COC(=O)c1ccc(CSc2nnnn2Cc2ccccc2)cc1 the results were POLI inh 11%, LDHA block -7, Anesthetic bind -3%, POLK inh -14%, APEX1 inh -6%, POLH inh -14%, Pol beta inh -11%, BLM helicase inh -5% and Glioma ERSR ind -3%.
`O=C1CC(c2ccccc2)Cc2nc(N3CCc4ccccc4C3)ncc21` (stereo not given) gave POLI inh 5%, LDHA block 1, Anesthetic bind -22%, POLK inh -14%, APEX1 inh 1%, POLH inh -6%, Pol beta inh 22%, BLM helicase inh -7% and Glioma ERSR ind -2%.
For O=C(CCNS(=O)(=O)c1ccc(Cl)cc1)NCc1cccs1 the results were POLI inh 12%, LDHA block -4, Anesthetic bind -3%, POLK inh 6%, APEX1 inh 14%, POLH inh -8%, Pol beta inh 9%, BLM helicase inh -15% and Glioma ERSR ind -1%.
CN(C)C(CNC(=O)c1ccc2[nH]c(=O)c(=O)[nH]c2c1)c1ccco1 (stereo not given) was read as POLI inh -18%, LDHA block 3, POLK inh -25%, APEX1 inh 19%, POLH inh -2% and Glioma ERSR ind -1%.
CCOC(=O)c1ccc(N2C(=O)c3n[nH]c(C)c3C2c2ccccc2OC)cc1 (stereo not given) was read as POLI inh inconclusive, LDHA block -1, Anesthetic bind -13%, POLK inh -26%, POLH inh -8%, Pol beta inh -1%, BLM helicase inh -9% and Glioma ERSR ind -3%.
O=C(CCC(=O)Nc1ccc(F)cc1)N/N=C/c1cccnc1 was read as POLI inh 35%[activator], LDHA block -6, Anesthetic bind -9%, POLK inh -9%, APEX1 inh 36%[activator], POLH inh -3%, Pol beta inh 0%, BLM helicase inh -8% and Glioma ERSR ind -1%.
`O=C(Cc1c(O)c2ccccc2oc1=O)c1ccc(C(F)(F)F)cc1` gave POLI inh 92%[activator], LDHA block -5, Anesthetic bind 7%, POLK inh -7%, APEX1 inh 31%, POLH inh 0%, Pol beta inh 17%, BLM helicase inh -5% and Glioma ERSR ind -3%.
`CC(C)CCNC(=O)NC(=O)CSc1ncccn1` gave POLI inh 13%, LDHA block -2, Anesthetic bind -11%, POLK inh 1%, APEX1 inh -5%, POLH inh -23%, Pol beta inh 28%, BLM helicase inh 1% and Glioma ERSR ind 2%.
CC1CCN(S(=O)(=O)c2ccc3c(c2)N(CC(=O)NCCCOC(C)C)C(=O)CS3)CC1 was read as POLI inh 39%[activator], LDHA block -1, Anesthetic bind -9%, POLK inh -3%, APEX1 inh 21%, POLH inh -18%, Pol beta inh 4%, BLM helicase inh -1% and Glioma ERSR ind 9%.
`CCc1cc2cc(C(=O)Nc3ccc(F)cc3)sc2s1` gave POLI inh inconclusive, LDHA block 0, Anesthetic bind -15%, POLK inh -5%, APEX1 inh 1%, POLH inh inconclusive, Pol beta inh 56µM*, BLM helicase inh -16% and Glioma ERSR ind -1%.
For Cc1nc(N2CCN(c3ccccc3O)CC2)c2c(-c3ccccc3)csc2n1 the results were POLI inh inconclusive, LDHA block 14, Anesthetic bind -11%, POLK inh -30%, APEX1 inh -8%, POLH inh -25%, Pol beta inh -23%, BLM helicase inh -11% and Glioma ERSR ind -3%.
Screening O=C(Cc1csc(N2CCOCC2)n1)N/N=C/c1ccc(O)c(O)c1O returned POLI inh inconclusive, LDHA block 38, Anesthetic bind -20%, POLK inh inconclusive, APEX1 inh 2.2µM*, POLH inh inconclusive, Pol beta inh inconclusive, BLM helicase inh -12% and Glioma ERSR ind 0%.
CCCCN(C(=O)c1ccc([N+](=O)[O-])s1)c1c(N)n(CC(C)C)c(=O)[nH]c1=O was read as POLI inh 5%, LDHA block -2, POLK inh -12%, APEX1 inh 17%, POLH inh -2% and Glioma ERSR ind -4%.
Screening CC(C)CC(=O)Nc1cccc(-c2cn3ccsc3n2)c1 returned POLI inh 12%, LDHA block -6, Anesthetic bind -7%, POLK inh -6%, APEX1 inh -3%, POLH inh -14%, Pol beta inh 1%, BLM helicase inh -4% and Glioma ERSR ind -2%.
Cc1cc(C)nc(NS(=O)(=O)c2ccc(NC(=O)C3(c4ccc([N+](=O)[O-])cc4)CCCC3)cc2)n1 was read as POLI inh 14%, LDHA block -7, Anesthetic bind -18%, POLK inh -19%, APEX1 inh -4%, POLH inh -14%, Pol beta inh 12%, BLM helicase inh 3% and Glioma ERSR ind -4%.
For CC(C)NC(=O)N1CC(c2ccccc2)C(c2ccc(Cl)cc2)=N1 (stereo not given) the results were POLI inh -19%, LDHA block 0, Anesthetic bind -6%, POLK inh -18%, APEX1 inh -16%, POLH inh -15%, Pol beta inh 5%, BLM helicase inh -10% and Glioma ERSR ind -3%.
Screening O=C(NNS(=O)(=O)c1ccccc1[N+](=O)[O-])c1ccc(F)cc1 returned POLI inh 9%, LDHA block 6, Anesthetic bind -7%, POLK inh -7%, APEX1 inh 4%, POLH inh -14%, Pol beta inh 50%, BLM helicase inh -2% and Glioma ERSR ind -4%.
Cc1ccc(Cn2c(=O)c3ccccc3n3c(SCC(=O)N4CCCCC4C)nnc23)cc1 (stereo not given) was read as POLI inh -20%, LDHA block 0, Anesthetic bind -9%, POLK inh 7%, APEX1 inh -6%, POLH inh -9%, Pol beta inh -3%, BLM helicase inh -3% and Glioma ERSR ind 0%.
`CCCc1cc(=O)[nH]c2nnc(SCC(=O)NCc3ccc4c(c3)OCO4)n12` gave POLI inh 6%, LDHA block -2, POLK inh -16%, APEX1 inh 20%, POLH inh -17% and Glioma ERSR ind -3%.
CCOc1cc(NC(=S)NCc2ccco2)c(OCC)cc1NC(=O)CC(C)C was read as POLI inh 12%, LDHA block -5, Anesthetic bind -11%, POLK inh -3%, APEX1 inh 0%, POLH inh -6%, Pol beta inh 4%, BLM helicase inh -15% and Glioma ERSR ind -4%.
Screening COc1cc2c(cc1NC(=O)C1CCCO1)oc1ccccc12 (stereo not given) returned POLI inh -26%[58.9 µM], LDHA block -6, Anesthetic bind -13%, POLK inh -4%, APEX1 inh 4%, POLH inh -11%, Pol beta inh 13%, BLM helicase inh -8% and Glioma ERSR ind 10%.
`NC(=O)c1ccc(Oc2ccc(C(N)=O)cc2)cc1` gave POLI inh -12%, LDHA block -6, Anesthetic bind -5%, POLK inh -6%, APEX1 inh -1%, POLH inh -2%, Pol beta inh -3%, BLM helicase inh -5% and Glioma ERSR ind -6%.
O=C(c1ccc(Br)cc1)N1CCC(c2nc3ccccc3s2)CC1 was read as POLI inh 12%, LDHA block 0, Anesthetic bind 16%, POLK inh 10%, POLH inh -21%, Pol beta inh -2%, BLM helicase inh -1% and Glioma ERSR ind -2%.

Gathered by group: those above containing a halogen
For O=C(CCNS(=O)(=O)c1ccc(Cl)cc1)NCc1cccs1 the results were POLI inh 12%, LDHA block -4, Anesthetic bind -3%, POLK inh 6%, APEX1 inh 14%, POLH inh -8%, Pol beta inh 9%, BLM helicase inh -15% and Glioma ERSR ind -1%.
O=C(CCC(=O)Nc1ccc(F)cc1)N/N=C/c1cccnc1 was read as POLI inh 35%[activator], LDHA block -6, Anesthetic bind -9%, POLK inh -9%, APEX1 inh 36%[activator], POLH inh -3%, Pol beta inh 0%, BLM helicase inh -8% and Glioma ERSR ind -1%.
`O=C(Cc1c(O)c2ccccc2oc1=O)c1ccc(C(F)(F)F)cc1` gave POLI inh 92%[activator], LDHA block -5, Anesthetic bind 7%, POLK inh -7%, APEX1 inh 31%, POLH inh 0%, Pol beta inh 17%, BLM helicase inh -5% and Glioma ERSR ind -3%.
`CCc1cc2cc(C(=O)Nc3ccc(F)cc3)sc2s1` gave POLI inh inconclusive, LDHA block 0, Anesthetic bind -15%, POLK inh -5%, APEX1 inh 1%, POLH inh inconclusive, Pol beta inh 56µM*, BLM helicase inh -16% and Glioma ERSR ind -1%.
For CC(C)NC(=O)N1CC(c2ccccc2)C(c2ccc(Cl)cc2)=N1 (stereo not given) the results were POLI inh -19%, LDHA block 0, Anesthetic bind -6%, POLK inh -18%, APEX1 inh -16%, POLH inh -15%, Pol beta inh 5%, BLM helicase inh -10% and Glioma ERSR ind -3%.
Screening O=C(NNS(=O)(=O)c1ccccc1[N+](=O)[O-])c1ccc(F)cc1 returned POLI inh 9%, LDHA block 6, Anesthetic bind -7%, POLK inh -7%, APEX1 inh 4%, POLH inh -14%, Pol beta inh 50%, BLM helicase inh -2% and Glioma ERSR ind -4%.
O=C(c1ccc(Br)cc1)N1CCC(c2nc3ccccc3s2)CC1 was read as POLI inh 12%, LDHA block 0, Anesthetic bind 16%, POLK inh 10%, POLH inh -21%, Pol beta inh -2%, BLM helicase inh -1% and Glioma ERSR ind -2%.

High-throughput results as filed in PubChem BioAssay.
